A350 autofl: compounds fluorescent in Alexa 350 spectral region | Compound autofluorescence, 340/450 nm, Alexa 350 dye-equivalents; hits give high values | max dye-equivalent concentration, M | 11% of 59,000 active | AID 590; in the data active = max dye-equivalent concentration above about 10 nM; inconclusive = mostly about 1.1 nM to 9.6 nM
Luciferase inh: inhibitors of firefly luciferase; 2.2% of 72,000 active; P08659; AID 411; purified firefly luciferase, luminescence, 8 min; Potency, µM (series often up to 57.1 µM), for the others: at the highest dose activity change, negative = inhibition, hits mostly inhibitors; note: potency is the fitted concentration of half-maximal effect; % is set by controls: 0 for no effect and ±100 for the full control effect; nearly all actives have a fitted effect of over 40% in size
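qHTS concentration-response profiling: light output of P. pyralis luciferase with luciferin and 10 uM ATP, imidazole buffer pH 7.2. Read by luminescence after 8-min room-temperature incubation.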
Caspase-1 inhib: allosteric or competitive inhibitors of human caspase-1 | P29466 | Caspase-1 enzyme, Ac-WEHD-AFC fluorogenic rate | Potency, µM (titrated, usually from 57.5 µM), inactives show at the top dose activity change, negative = inhibition, most hits filed as inhibitors | 0.03% of 75,000 active | AID 900;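 note: potency is the fitted concentration of half-maximal effect; plate controls were vehicle for no effect and no substrate for full effect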
Tau filament bind: tau filament binding | P10636 | recombinant tau filaments, thioflavin S fluorescence, 15 h; filaments grown with octadecylsulfate alongside compound | Potency, µM (highest dose often 57.1 µM), without a hit: top-dose activity change, negative = inhibition | 2% of 71,000 active;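 note: potency is the fitted concentration of half-maximal effect; % is set by controls: 0 for no effect and ±100 for the full control effect; actives lower thioflavin S fluorescence by blocking filaments or displacing dye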
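Quantitative HTS: thioflavine S signal from ODS-induced tau filaments, excited at 450 nm, emission 510 nm. Conditions: 1 uM tau, 30 uM ODS, 15 h at 37 C, pH 7.4.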
CRE-bla Fsk: modulators of forskolin-stimulated CRE signaling in CHO cells. AID 662. Potency, µM (highest dose often 38.2 µM), for inactives: at the top dose activity change, negative = inhibition, hits mostly activators. CHO CRE-bla reporter (cAMP response element driving beta-lactamase), forskolin EC10, beta-lactamase ratio. 2.5% of 71,000 active; active = well fitted activation curve with a large enough effect in the signal ratio, with a control signal flat, not every such curve was filed as active; inconclusive = small, poorly fitted or top-dose-only effect, or effect the other way, or a change in a side signal; the % refers to the signal ratio; note: potency is the fitted concentration of half-maximal effect; % of control where 0% means no effect
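Beta-lactamase reporter under a cAMP responsive element in CHO cells; compounds tested in titration series against EC10 NKH 477, 3 h at 37 °C. Read-out: CCF4 FRET ratio 460nm/530nm (excitation 405nm) giving %Activity, fitted to AC50.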
BRCT PPI green: inhibitors of human BRCA1 BRCT-phosphoprotein interaction (green fluorophore) | P38398 | BRCA1 BRCT-phosphopeptide binding, green fluorescence polarization | Potency, µM (top dose mostly 76.9 µM), for inactives: at the highest dose activity change, negative = inhibition, most hits filed as inhibitors | 0.05% of 75,000 active | AID 875;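 note: potency is the fitted concentration of half-maximal effect; plate controls were peptide without protein for full effect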
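Fluorescence polarization: His-tagged BRCT (~35 kDa BRCA1 C-terminus, 250 nM) bound to 100 nM fluorescein-labeled phosphorylated 10-aa BACH1 peptide, pH 7.3 phosphate buffer with DTT and Tween 20. Compounds incubated 12 min at room temperature; inhibition read as lowered polarization.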
HEK293 cAMP cs: parental HEK293 cAMP activation (counter-screen) | Potency, µM (highest dose often 57.1 µM), without a hit: at the highest dose activation, usual class: activators | parental HEK293 CNG cAMP sensor, membrane potential fluorescence | 2.5% of 73,000 active; note: potency is the fitted concentration of half-maximal effect; % of control where 0% means no effect; nearly all actives have a fitted effect of over 55% in size
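Parental HEK 293 cells stably expressing a cAMP-gated CNG channel were loaded with membrane potential dye containing 100 uM RO 20-1724 for 60 min. Compound added for 30 min; depolarization read as fluorescence intensity at 590 nm.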
USP2a inhib: blocks human ubiquitin-specific protease USP2a; AID 927; 0.1% of 60,000 active; USP2a enzymatic assay, qHTS inhibition; Potency, µM (doses to about 38.3 µM), for inactives: at the highest dose activity change, negative = inhibition, most hits filed as inhibitors;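 note: potency is the fitted concentration of half-maximal effect; nearly all actives have a fitted effect of over 60% in size; plate controls were DMSO for no effect and NEM full inhibition control for full effect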
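USP2 core (20 nM final) was preincubated with compound for 30 min at RT in 20 mM Tris-HCl pH 8.0, 2 mM CaCl2, 2 mM beta-mercaptoethanol; Ub-PLA2 (20 nM) plus NBD C6-HPC (20 uM) then added, fluorescence read after 2.5 h.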
BRCT PPI red: inhibitors of human BRCA1 BRCT-phosphoprotein interaction (red fluorophore). 0.03% of 75,000 active. P38398. Potency, µM (highest dose often 76.9 µM), inactives show at the highest dose activity change, negative = inhibition, actives largely listed as inhibitors. BRCT-phosphopeptide binding, red fluorescence polarization; note: % is set by controls: 0 for no effect and ±100 for the full control effect
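Fluorescence polarization: 100 nM His-tagged BRCA1 BRCT with 100 nM TAMRA-labelled phospho-BACH1 decapeptide, phosphate buffer pH 7.3 with 150 mM NaCl, DTT, 0.01% Tween 20; 12 min RT. Binding inhibition seen as FP decrease.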
ERK AVP block: blocks ERK signaling stimulated by vasopressin | AID 995 | Potency, µM (top dose mostly 57.5 µM), inactives show at the top dose activity, negative = inhibition, most hits filed as inhibitors | 0.99% of 72,000 active | HEK293-V1b, vasopressin-stimulated pERK AlphaScreen; note: potency is the fitted concentration of half-maximal effect; % is set by controls: 0 for no effect and ±100 for the full control effect; nearly all actives have a fitted effect of over 55% in size
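qHTS, compounds titrated on V1b-expressing HEK293 cells. Preincubation 30 min at 37C, vasopressin 25 nM for 5 min, lysis 10 min, bead incubation 5 hr at room temperature.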
Caspase-7 inhib: blocks human caspase-7 allosterically or competitively. recombinant caspase-7, Ac-DEVD-AFC fluorescence rate. Potency, µM (series often up to 57.5 µM), for the others: at the top dose activity change, negative = inhibition, usual class: inhibitors. 0.02% of 75,000 active. AID 889. P55210; active = well fitted inhibition curve with a large enough effect in the main read-out, with a control signal flat, not every such curve was filed as active; inconclusive = small, poorly fitted or top-dose-only effect, or a change in a side signal; note: potency is the fitted concentration of half-maximal effect; % of control where 0% means no effect
An asterisk follows results filed as active; i = inactive; ? = inconclusive; . = no result given; [ ] = remark or other dose. Unless noted, calls come from the whole dose curve; as a rule, active = well fitted curve in the direction sought with a large enough effect; inconclusive = small, poorly fitted or top-dose-only effect, or another doubt; inactive = no such curve, though single readings can be large; an effect the other way counts as inactive or inconclusive.

Values run as follows: A350 autofl	Luciferase inh	Caspase-1 inhib	Tau filament bind	CRE-bla Fsk	BRCT PPI green	HEK293 cAMP cs	USP2a inhib	BRCT PPI red	ERK AVP block	Caspase-7 inhib
- CCOC(=O)c1c(-c2ccsc2)csc1N
→ 1.51e-08M*	0.3%	-6.1%	?	0.5%	0.4%	8.3%	31.8%[activator]	0.6%	10.9%	-4.4%
- Cn1c(CN2CCCC2)nc2cc(NC(=O)COc3ccc(Cl)cc3)ccc21
→ i	0.6%	-1.9%	56.1%	3.3%	0.0%	15.9%	13.0%	1.9%	-14.8%	-0.6%
- COc1ccccc1-n1c(=O)oc2ccc(Cl)cc2c1=O
→ ?	-3.6%	-1.2%	-12.3%	-11.5%	2.1%	-0.6%	0.4%	-1.1%	20µM*	0.3%
- O=C(Cn1cccc1)N1CCN(C(c2ccccc2)c2ccccc2)CC1
→ i	0.8%	-0.5%	-3.6%	-19.9%	-0.4%	15.6%	53.5%[activator]	-3.2%	?	-2.9%
- O=C(O)c1[nH]c2c([N+](=O)[O-])cc([N+](=O)[O-])cc2c1C(=O)O
→ i	1.0%[11.4 µM]	0.6%[11.5 µM]	2.6%[11.4 µM]	?	-2.7%[15.4 µM]	18.2%[11.4 µM]	.	-0.6%[15.4 µM]	8.1%[11.5 µM]	1.9%[11.5 µM]
- O=C(CC(SCCO)c1ccc(F)cc1)c1ccco1 (stereo unspecified)
→ i	-3.2%	0.4%	-7.7%	-2.3%	-1.9%	-12.6%	-5.4%	2.0%	67.5%[activator]	0.3%
- CCC1=C(OC(=O)N(CC)CC)N2C(=O)OC(=NCC(=O)OC)[C@]2(Cc2ccccc2)[C@H]2C1=CC[C@H]1C(=O)NC(=O)[C@H]12
→ .	.	0.8%	.	.	-1.0%	.	.	-0.7%	-11.2%	-1.9%
- O=C(Cn1nnc(-c2cccc(C(F)(F)F)c2)n1)NC1CCCC1
→ i	-0.9%	-0.7%	27.9%	4.8%	-2.9%	11.9%	1.3%	0.8%	3.4%	-0.6%
- CC(C)(C)NS(=O)(=O)c1ccc2nc(NC(=O)Cc3cccs3)sc2c1
→ i	-1.6%	-3.7%	7.5%	1.3%	-0.6%	-11.7%	37.3%[activator]	0.8%	-0.2%	-4.8%
- O=C(Nc1c(Cl)cccc1Cl)C1CCC1
→ i	-0.5%	-0.9%	12.0%	-6.5%	-3.1%	6.9%	0.9%	1.1%	-1.1%	2.6%
- COc1cc(-c2nnc(-c3ccc(S(=O)(=O)c4ccccc4)cc3)o2)cc(OC)c1OC
→ 1.72e-07M*	3.1%	-4.0%	-7.2%	3.98µM*	-2.3%	-0.4%	36.5%[activator]	1.3%	-6.6%	-3.3%
- Cc1cccc(N=C(N2CCOCC2)P(=O)(N2CCOCC2)N2CCOCC2)c1
→ i	5.5%	0.3%	6.3%	-5.3%	0.2%	-19.7%	0.6%	1.2%	1.7%	1.0%
- Cc1nnc(-c2ccccc2)c[n+]1[O-]
→ i	2.9%	0.2%	-7.3%	1.9%	0.2%	6.8%	-5.8%	0.3%	0.7%	0.4%
- Cc1cccc(NC(=O)CNc2cc(C)ccc2C)c1
→ i	-3.6%	-1.3%	-13.5%	-0.5%	-3.0%	-8.7%	2.6%	0.5%	1.9%	-1.3%
- CSC1=N/C(=C\c2ccccc2F)C(=O)S1
→ .	-1.1%	-2.2%	-15.8%	5.8%	0.7%	8.6%	-8.2%	0.4%	9.3%	-0.4%
- O=C(NCc1ccc(F)cc1)C1CCN(S(=O)(=O)N2CCC3(CC2)OCCO3)CC1
→ i	0.4%	-1.0%	-8.8%	-15.4%	-3.7%	-6.0%	-6.2%	-2.5%	2.6%	-0.3%
- CCN1CCN(CCNC(=O)c2ccc(CS(=O)(=O)c3ccccc3C)o2)CC1
→ i	0.5%	0.4%	0.2%	-16.3%	-1.4%	5.2%	6.7%	-1.4%	12.1%	1.5%
- CC1CCCCN1C(=O)CN1C(=O)CN(C)C(=O)c2ccccc21 (stereo unspecified)
→ i	2.9%	2.8%	-1.0%	0.7%	-0.8%	4.1%	-2.0%	0.3%	17.0%	0.8%
- COC(=O)C1CCN(S(C)(=O)=O)CC1
→ i	-0.9%	-0.9%	-9.6%	-2.6%	0.5%	1.3%	-9.0%	1.3%	-0.2%	-2.0%
- COc1ccc(CCNC(=O)c2cc3ccccn3n2)c(OC)c1OC
→ .	-0.1%	-1.2%	2.1%	?	-1.4%	2.5%	.	-5.7%	.	0.3%

Compounds above containing a furan ring, fused or not:
Values run as follows: A350 autofl	Luciferase inh	Caspase-1 inhib	Tau filament bind	CRE-bla Fsk	BRCT PPI green	HEK293 cAMP cs	USP2a inhib	BRCT PPI red	ERK AVP block	Caspase-7 inhib
- O=C(CC(SCCO)c1ccc(F)cc1)c1ccco1 (stereo unspecified)
→ i	-3.2%	0.4%	-7.7%	-2.3%	-1.9%	-12.6%	-5.4%	2.0%	67.5%[activator]	0.3%
- CCN1CCN(CCNC(=O)c2ccc(CS(=O)(=O)c3ccccc3C)o2)CC1
→ i	0.5%	0.4%	0.2%	-16.3%	-1.4%	5.2%	6.7%	-1.4%	12.1%	1.5%

Next part:
Molecule | A350 autofl | Luciferase inh | Caspase-1 inhib | Tau filament bind | CRE-bla Fsk | BRCT PPI green | HEK293 cAMP cs | USP2a inhib | BRCT PPI red | ERK AVP block | Caspase-7 inhib
CC12CCC(C(=O)NCCCn3ccnc3)(OC1=O)C2(C)C (stereo unspecified) | i | -0.3% | 0.2% | 10.8% | -7.3% | 1.7% | 4.4% | 13.7% | 0.7% | -19.6% | -3.4%
Nc1nc(N)c(CCCCc2ccccc2)c(N)n1 | i | 1.9%[11.4 µM] | -0.4%[11.5 µM] | 1.3%[11.4 µM] | 12.6%[7.6 µM] | -1.5%[15.4 µM] | 4.4%[11.4 µM] | . | 0.3%[15.4 µM] | -15.7%[11.5 µM] | 1.0%[11.5 µM]
Cc1ccc(OCC(O)CN2CCN(CC(O)COC(C)C)CC2)c(C(C)(C)C)c1 (stereo unspecified) | ? | 1.3% | 1.2% | -13.4% | 0.9% | 0.9% | 18.6% | 51.9%[activator] | -2.0% | 0.1% | 0.3%
CCn1cc(C(=O)N=c2sc3ccccc3n2C)c(=O)c2ccc(C)nc21 | ? | -6.2% | -0.3% | 32.2% | 7.4% | -1.1% | 2.7% | 1.7% | -1.4% | -3.1% | -0.9%
O=C(C1CCC(C(=O)N2CCCC2)CC1)N1CCCC1 (stereo unspecified) | i | 2.1% | -0.5% | 9.3% | -8.5% | -0.7% | 1.9% | -5.4% | 0.9% | -14.8% | 0.0%
O=C(COC(=O)CSc1nnc(-c2ccc(Cl)cc2)o1)NCc1ccc2c(c1)OCO2 | i | -0.6% | -2.7% | -6.9% | -9.1% | -1.5% | 4.3% | 13.9% | -4.0% | 7.9% | 2.0%
COc1cc(OC)cc(C(=O)NCCSCc2ccco2)c1 | i | -0.3% | 0.1% | -6.1% | -2.1% | 2.6% | 3.6% | -7.1% | 0.8% | -24.8% | 0.5%
O=C(CSc1ncnc2c1oc1ccccc12)c1cccs1 | i | 1.1% | -6.2% | 120.3% | ? | -0.6% | 13.9% | 2.9% | 1.8% | 19.5% | -3.4%
Cc1ccc(SCCNC(=O)C(CO)(CO)CO)cc1 | . | 2.6% | 2.4% | -1.5% | 0.0% | -2.3% | 12.7% | -9.0% | -1.0% | 46.3%[activator] | -1.0%
N=c1nc(SCCC(=O)O)ss1 | i | 0.9% | 1.4% | 3.9% | -5.9% | -1.1% | 0.8% | 0.1% | 0.1% | 12.1% | 0.8%
CCS(=O)(=O)c1ccc2oc(SCC(=O)NCCC3=CCCCC3)nc2c1 | i | -4.6% | 0.1% | 6.9% | 2.5% | -0.1% | 25.2% | 9.0% | 0.6% | -16.3% | -2.3%
Cc1cccc(N2CC(C)Cn3c2nc2c3c(=O)n(CC(=O)OCc3ccccc3)c(=O)n2C)c1 (stereo unspecified) | i | 0.7% | -4.8% | 10.9% | 18.1% | -1.4% | 22.0% | 23.5% | 0.6% | ? | -4.4%
